MsrA act: bovine MsrA enzyme activators, primary screen, biochemical, absorbance, HTS. 360,000 tested, 0.3% active. purified bovine MsrA, absorbance read-out. Methionine sulfoxide reductase A (Bos taurus). AID 602163, 2012. activation, % at 10.6 µM; in the data active means activation above about 7.5%;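 further: 0% = vehicle and 100% = reference activator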
Rin1-Abl PPI inh: inhibitors of Rin1-Abl protein binding, primary screen, biochemical, TR-FRET | AID 588664, 2011 | 360,000 tested, 0.4% active | Tyrosine-protein kinase ABL1 (Homo sapiens) + Ras and Rab interactor 1 (Homo sapiens), … | inhibition, % at 7.35 µM; in the data active means inhibition above about 5%, passing the limit was not always enough
Neddylation inh: inhibitors of cullin neddylation, primary screen, biochemical, TR-FRET, uHTS, NAE and Ubc12. NEDD8-conjugating enzyme Ubc12 (Homo sapiens) + NEDD8-activating enzyme E1 regulatory …. calls only at 25 µM. 360,000 tested, 0.58% active. AID 651699, 2012; in the data active means inhibition above about 36%
FAS-TE inh: FAS thioesterase domain inhibitors, primary screen, biochemical, fluorescence intensity, uHTS | inhibition, % at 15 µM | 360,000 tested, 0.67% active | recombinant FAS-TE, OMFH fluorogenic substrate, fluorescence endpoint;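 active means compounds whose normalised, plate-corrected inhibition of enzyme fluorescence in the single-dose primary screen is 50% or more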;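 further: 0% = DMSO with enzyme and 100% = substrate without enzyme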
CSN deneddyl inh: inhibitors of CSN-mediated cullin deneddylation, primary screen, biochemical, fluorescence polarization, uHTS. COP9 signalosome complex subunit 5 (Homo sapiens), Q92905. 360,000 tested, 0.38% active. Purified CSN, SCF-Nedd8-OG deneddylation. inhibition, % at 12.5 µM;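 active means pattern-corrected inhibition above about 35%, with an unprinted fluorescence ratio check between 0.5 and 1.5, limit read from the data, passing the limit was not always enough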;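 further: 0% = enzyme with substrate and 100% = substrate without enzyme; some results filed as inactive read as strong as hits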
Target sequence (Q92905 whole entry, looked up, one chain of several): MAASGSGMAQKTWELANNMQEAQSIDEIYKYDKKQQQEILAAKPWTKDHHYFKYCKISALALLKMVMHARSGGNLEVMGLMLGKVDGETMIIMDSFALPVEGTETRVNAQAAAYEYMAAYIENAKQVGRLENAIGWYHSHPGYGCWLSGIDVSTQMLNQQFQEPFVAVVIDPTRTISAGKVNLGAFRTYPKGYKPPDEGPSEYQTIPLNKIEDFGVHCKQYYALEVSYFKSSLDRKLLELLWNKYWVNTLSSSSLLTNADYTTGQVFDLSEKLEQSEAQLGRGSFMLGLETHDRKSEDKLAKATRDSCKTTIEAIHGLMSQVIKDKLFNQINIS
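Assay system: purified human Csn5 enzyme expressed in HEK293T cells; Input: 0.24 nM Csn5 enzyme, final concentration; Reagent: 10 nM SCFSkp2-Nedd8OG; Compound dosing: 12.5 µM single point; Times: reaction 90 min, room temperature; Technique: fluorescence polarization readout.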
MsrA inhibitor: bovine MsrA enzyme inhibitors, primary screen, biochemical, absorbance, HTS. AID 651718, 2012. 360,000 tested, 0.75% active. inhibition, % at 15.5 µM. purified bovine MsrA, absorbance read-out; in the data active means inhibition above about 4.5%;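 further: 0% = vehicle wells with enzyme and 100% = reference inhibitor wells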
PABP1 MLLE inh: inhibitors of PABP1 MLLE–PAM2 peptide binding, primary screen, biochemical, fluorescence polarization, FITC-PAM2, GST-MLLE | inhibition, % at 20 µM | 360,000 tested, 0.36% active | AID 588489, 2011 | Polyadenylate-binding protein 1 (Homo sapiens), P11940; in the data active means inhibition above about 35%, passing the limit was not always enough;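 further: plate controls were DMSO wells with GST-MLLE for no effect and wells lacking GST-MLLE protein for full effect; some results filed as inactive read as strong as hits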
Target sequence (P11940 whole entry, looked up): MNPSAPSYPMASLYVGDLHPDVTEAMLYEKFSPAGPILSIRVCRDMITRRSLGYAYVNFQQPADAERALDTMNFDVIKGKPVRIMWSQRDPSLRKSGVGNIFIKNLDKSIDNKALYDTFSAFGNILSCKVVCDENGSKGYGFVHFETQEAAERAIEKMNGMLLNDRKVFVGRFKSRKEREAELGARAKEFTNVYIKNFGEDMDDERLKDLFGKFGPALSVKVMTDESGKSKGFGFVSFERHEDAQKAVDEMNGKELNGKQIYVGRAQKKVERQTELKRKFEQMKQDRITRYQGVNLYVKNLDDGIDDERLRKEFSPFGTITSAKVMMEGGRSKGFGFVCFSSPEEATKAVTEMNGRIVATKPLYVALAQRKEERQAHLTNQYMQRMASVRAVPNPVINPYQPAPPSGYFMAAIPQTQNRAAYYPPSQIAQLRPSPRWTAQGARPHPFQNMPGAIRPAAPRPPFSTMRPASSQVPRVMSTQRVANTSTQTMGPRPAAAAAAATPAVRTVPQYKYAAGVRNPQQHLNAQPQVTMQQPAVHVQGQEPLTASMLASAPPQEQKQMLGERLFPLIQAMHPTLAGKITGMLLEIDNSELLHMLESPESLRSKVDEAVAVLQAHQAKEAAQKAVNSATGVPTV
TbMetRS inhib: T. brucei MetRS inhibitors, primary screen, biochemical, luminescence; 360,000 tested, 0.4% active; inhibition, % at 11.9 µM; methionyl-tRNA synthetase (Trypanosoma brucei brucei); purified T. brucei MetRS, ATP depletion, Kinase-Glo luminescence; AID 624268, 2012;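 active means inhibition above a per-plate cutoff of the control wells' mean inhibition plus 3 SD, cut at about 5.5% in these data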;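 further: 0% = DMSO wells median and 100% = median of wells with control inhibitor compound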
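technique = Kinase-Glo luminescence, ATP depletion format | system = purified MetRS (methionyl-tRNA synthetase) enzyme from Trypanosoma brucei | timing = 15 min preincubation, 2 h reaction, all 25 °C | evaluation = percent inhibition versus plate control medians | dosing = single dose, 11.9 µM final nominal, 0.9% final DMSO | also added = substrates ATP, L-methionine and bulk Escherichia coli tRNA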
eLon inh: inhibitors of E. coli Lon protease, primary screen, biochemical, fluorescence polarization. purified E. coli Lon protease. inhibition, % at 7.94 µM. AID 602123, 2011. 360,000 tested, 0.42% active; in the data active means inhibition above about 13%, passing the limit was not always enough;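 further: 0% = enzyme with probe and DMSO and 100% = no enzyme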
* = called active by the depositor; i = inactive; / = no result given; + = active, no number. Rows were taken by chance; about 4% have a hit in one of these screens.

smiles	MsrA act	Rin1-Abl PPI inh	Neddylation inh	FAS-TE inh	CSN deneddyl inh	MsrA inhibitor	PABP1 MLLE inh	TbMetRS inhib	eLon inh
O=C(N/N=C/c1ccc(-c2cccc([N+](=O)[O-])c2)o1)c1ccc([N+](=O)[O-])cc1	-10.0	-1.6	i	26.5	3.3	1.0	10.0	-1.0	-4.7
CC(C)OCCCNc1nc(Cl)nc2c1cnn2C	-2.6	0.7	i	-1.8	2.3	2.5	-1.7	-0.2	1.4
Cc1nn(C)cc1C(C(=O)NC1CCCCC1)N(C(=O)Cc1cccs1)c1ccc(C(C)C)cc1 (configuration not stated)	0.3	-0.2	i	60.9*	3.6	1.3	-4.5	0.0	-8.7
OC(c1ccc(F)c(F)c1)c1ncc(-c2cccc(C(F)(F)F)c2)[nH]1 (configuration not stated)	1.9	1.9	i	23.8	-6.3	-0.8	0.4	-0.3	0.6
O=C(O)CC(CNS(=O)(=O)c1cccc2nsnc12)c1ccccc1 (configuration not stated)	-12.4	2.8	i	-8.6	-17.2	1.1	15.3	-2.0	3.4
O=C(Cn1cccc1C(=O)c1ccccc1)NCc1ccccc1	-2.5	-0.8	i	1.9	-3.7	0.4	-5.6	-1.0	7.5
Cc1c2c(=O)n(-c3nc4ccccc4s3)nc-2cc(O)n1Cc1ccccc1	-12.4	0.6	+	-4.9	10.9	/	-44.4	-0.7	0.0
COC(=O)c1cc(NC(=O)c2cc(-c3ccc(Cl)cc3)oc2C(F)(F)F)ccc1N1CCOCC1	-2.5	2.1	i	25.1	1.9	-1.5	-16.8	1.1	-4.8
Cc1ccc(S(=O)(=O)N2CCN(CC(=O)N/N=C\c3cccnc3)CC2)cc1	-3.5	-1.3	i	-13.9	-8.3	-1.2	-0.6	0.5	19.7
CCC1=C(OC(=O)N(CC)CC)N2C(=O)OC(=NCC(=O)OC)[C@]2(Cc2ccccc2)[C@H]2C1=CC[C@H]1C(=O)NC(=O)[C@H]12	-3.8	2.8	i	-14.3	1.7	-0.4	-1.7	0.4	-3.4
NC(=S)N/N=C\c1ccc(-c2cccc(Cl)c2Cl)o1	-5.4	-2.6	i	4.9	5.9	1.1	-21.5	-0.6	-6.7
CC#CCN1c2ccccc2[C@]23C[C@@H](C(=O)OC)N(C(=O)NC4CCCCC4)C2=NC(C(=O)OC)=C(C(=O)OC)[C@H]13	-10.0	-0.8	i	29.5	-1.8	-0.4	4.7	-0.7	-2.6
COc1ccc(NC(=O)N(CCc2ccccc2)Cc2cc3c(C)cc(C)cc3[nH]c2=O)cc1	-1.8	-1.1	i	21.8	0.5	1.6	-12.7	-0.3	-11.6
CCc1nnc(SCC(=O)Nc2ccc(N3CCOCC3)cc2)o1	2.8	2.6	i	-5.1	-6.0	-0.7	-6.3	-0.7	-7.3
COc1ccccc1CNC(=O)C1Cc2cc(S(=O)(=O)N3CCCC3)ccc2N1C(C)=O (configuration not stated)	-0.7	1.1	i	-4.3	4.5	-0.2	2.2	0.8	1.4
N=c1sccn1CC(=O)Nc1cc(S(=O)(=O)N2CCCC2)ccc1Cl	-1.9	-0.9	i	-19.2	-2.0	0.9	-93.1	-0.1	4.5
Cc1[nH]c(=O)[nH]c(=O)c1NC(=O)CSc1ncccc1-c1nc2ccccc2[nH]1	-3.0	-2.4	i	-3.8	0.2	/	4.0	-0.4	-8.1
Clc1cccc(Cl)c1/C=N\Nc1nccs1	-1.7	-4.8	i	-2.9	3.8	4.5	-3.4	0.2	1.9
CCOC(=O)c1cc2c(ccc3nc(C)c(C)c32)[nH]c1C	-1.8	-4.3	/	3.4	4.2	-1.5	8.1	-0.4	5.9
CC(C)(C)NS(=O)(=O)c1ccc(NC(=O)Cc2ccccc2[N+](=O)[O-])cc1	-14.3	-1.4	i	-6.4	-2.2	-0.2	-0.3	-0.7	6.8

More entries follow:
smiles	MsrA act	Rin1-Abl PPI inh	Neddylation inh	FAS-TE inh	CSN deneddyl inh	MsrA inhibitor	PABP1 MLLE inh	TbMetRS inhib	eLon inh
NNC(=O)c1cc(C23CC4CC(CC(C4)C2)C3)[nH]n1	-2.5	2.6	i	0.5	0.0	0.5	-10.3	-0.5	-2.9
O=C(Nc1ccc(S(=O)(=O)C(F)F)cc1)c1ccc2c(=O)n3c(nc2c1)CCC3	-2.6	-3.4	i	-3.0	-1.2	-0.1	-22.0	-0.5	-2.8
Cc1c(O)ccc2c3c(c(=O)oc12)CCCC3	-5.1	0.6	/	-4.5	2.1	2.5	11.3	-0.3	-8.1
CCOC(=O)c1ccc(NC(=O)CSc2nnc(-c3cccs3)n2C)cc1	-10.2	-0.8	i	-7.0	2.8	0.7	-101.7	-1.3	-3.7
CCOCCCn1c(SCC(=O)Nc2ccc3[nH]c(=O)[nH]c3c2)nc2ccccc2c1=O	-1.6	3.5	i	-4.4	6.2	0.3	6.8	-0.3	-6.0
COc1ccc(OC)c(C2=Nn3c(nnc3-c3cc(OC)c(OC)c(OC)c3)SC2)c1	-1.7	2.0	i	19.6	2.0	1.8	-11.9	0.4	-3.5
CCCC1(C(=O)OCC)NC(c2ccco2)C2C(=O)N(C)C(=O)C21 (configuration not stated)	-4.3	1.4	i	-3.5	0.1	0.1	-10.4	-0.7	10.0
Nc1nc(N)nc(-c2ccccc2-c2nc(N)nc(N)n2)n1	-0.5	-1.4	i	-8.6	1.7	-0.5	-3.4	-1.1	-2.1
CCC(=O)Nc1c(C(=O)Nc2cccc(OC)c2)oc2ccccc12	-3.4	0.0	i	11.3	-0.8	0.8	-8.8	-0.2	-5.0
Cc1ccc(SCC(=O)Nc2c(Br)cnn2C)cc1	1.3	-0.2	i	-3.1	2.6	0.3	-7.4	-0.4	-0.3
NC(=O)c1ccsc1NC(=O)COC(=O)c1cnccn1	-12.1	-2.7	i	-3.7	-0.1	-0.2	-14.0	-0.6	-34.5
O=C1NCC(=O)N(Cc2ccccc2)/C1=C/c1ccccc1	-4.2	2.5	i	-2.5	-1.2	0.1	-2.2	-0.7	-0.3
COc1ccc(OC)c(C=Cc2ccc([N+](=O)[O-])cc2)c1	-8.4	1.7	i	4.3	6.5	0.9	-10.3	0.8	-32.8
Cn1nc(C(=O)NCc2ccc(F)cc2)c2ccccc2c1=O	-2.9	-4.1	i	-3.0	0.3	-0.9	-2.8	-0.7	-0.6
O=[N+]([O-])c1cc(C(F)(F)F)ccc1NCCc1ccncc1	-6.0	-3.6	i	-0.7	0.0	0.4	8.6	-1.6	4.1
N=c1c2c3c(sc2ncn1CCCN1CCOCC1)CCCCC3	-6.1	-2.3	i	-3.3	-1.4	1.5	4.7	-0.6	-5.2
CC(C)CC(c1nnnn1C1CCCC1)N1CCN(C(=O)c2ccco2)CC1 (configuration not stated)	-14.1	-2.7	i	-7.8	-4.5	-0.9	-8.7	-2.0	-1.6
COC(=O)CCCCC1SCC2NC(=O)NC21O (configuration not stated)	-1.9	87.3*	i	-6.7	-1.6	1.5	34.7	-0.9	-48.3
COC(=O)C(C(C)C)N1CCc2c(C)nc3c(C#N)cnn3c21 (configuration not stated)	-6.0	0.2	+	0.5	0.5	2.6	-15.3	-0.8	-1.8
O=C1Cn2c(nc3ccccc32)N1c1ccccc1F	-2.3	0.8	i	-4.0	-5.0	-0.3	-0.7	-0.4	-1.9

Later entries
smiles	MsrA act	Rin1-Abl PPI inh	Neddylation inh	FAS-TE inh	CSN deneddyl inh	MsrA inhibitor	PABP1 MLLE inh	TbMetRS inhib	eLon inh
COc1ccc(NS(=O)(=O)c2ccc(C(=O)OC(C)C(=O)N3CCOCC3)cc2)cc1 (configuration not stated)	-2.3	-3.6	i	-3.7	-0.4	0.6	-2.1	0.1	-13.4
CCOC(=O)N1CCN(C(=O)c2ccc3nc(-c4ccccc4)c(-c4ccccc4)nc3c2)CC1	-4.3	3.2	+	15.8	3.4	0.3	-1.0	-0.4	-8.7
ClC1(Cl)CC1Cn1c(C2CC2)nc2ccccc21 (configuration not stated)	3.5	0.6	i	-1.6	3.6	1.7	-8.3	0.6	2.7
C[C@H](NC(=O)c1nc[nH]c1C(=O)NCc1ccc(CNC(=O)OC(C)(C)C)cc1)C(=O)OC(C)(C)C	-0.5	1.5	i	16.8	0.3	-0.7	5.6	-0.2	5.4
O=C(NC(=S)Nc1ccccc1N1CCCCC1)c1ccc(F)cc1Cl	-2.4	-0.4	i	27.0	-5.1	0.4	30.1	0.8	-3.4
CCn1c2ccccc2c2cc(NS(=O)(=O)c3ccccc3C)ccc21	-0.4	-2.7	i	24.8	0.4	0.4	2.6	-0.5	14.4*
CC(=O)NC(Cc1ccccc1)C(=O)OCC(=O)c1ccc(Br)cc1 (configuration not stated)	-0.6	-2.1	i	-8.9	-10.6	-0.6	-2.9	0.2	9.1
O=C(COC(=O)c1ccc([N+](=O)[O-])o1)NC1CCCc2ccccc21 (configuration not stated)	3.7	0.3	i	2.2	-0.7	0.6	0.8	-0.3	11.6
CN(C)S(=O)(=O)c1cccc(NC(=O)CN2C(=O)NC(CCc3ccccc3)C2=O)c1 (configuration not stated)	2.3	1.0	i	6.8	-5.9	0.2	-10.6	-0.4	2.8
O=c1[nH]c2ccccc2n2c(C(F)(F)F)nnc12	1.8	-0.2	i	-7.2	6.2	0.6	-20.6	-0.7	i
O=C1C=C(c2ccccc2)CC(c2cccs2)C1n1cnc([N+](=O)[O-])c1 (configuration not stated)	-6.4	0.3	i	3.1	5.9	-0.4	1.4	-0.8	-10.1
O=C(NCc1ccco1)c1cccn2c(=O)c3sccc3nc12	-4.3	-7.2	+	5.8	1.2	2.9	-3.8	-0.7	4.6
O=C(O)c1cccc([N+](=O)[O-])c1C(=O)Nc1cccc2ccccc12	-0.3	0.7	i	-2.3	1.5	-0.1	-7.5	-0.4	-8.9
CC(=O)Nc1ccc(C=CC(=O)c2ccc([N+](=O)[O-])cc2)cc1	-0.6	-3.6	i	-3.9	0.9	-1.2	-3.3	-0.1	-4.3
CCOC(=O)c1ccc(NC(=O)CN(C)S(=O)(=O)c2ccc(OC)cc2)cc1	-2.1	8.0*	i	-4.4	2.2	1.3	1.7	-0.4	-5.2
CCOC(=O)C1=C(C(=O)OCC)N(CC2CCCCC2)CCC1=O	-2.9	-0.6	i	-9.2	-4.4	0.7	-5.7	0.3	-3.3

2 successive entries from above, quoted:
smiles	MsrA act	Rin1-Abl PPI inh	Neddylation inh	FAS-TE inh	CSN deneddyl inh	MsrA inhibitor	PABP1 MLLE inh	TbMetRS inhib	eLon inh
COc1ccc(NS(=O)(=O)c2ccc(C(=O)OC(C)C(=O)N3CCOCC3)cc2)cc1 (configuration not stated)	-2.3	-3.6	i	-3.7	-0.4	0.6	-2.1	0.1	-13.4
CCOC(=O)N1CCN(C(=O)c2ccc3nc(-c4ccccc4)c(-c4ccccc4)nc3c2)CC1	-4.3	3.2	+	15.8	3.4	0.3	-1.0	-0.4	-8.7

Source: PubChem BioAssay
